DNMT1 inh – human DNMT1 methyltransferase inhibitors, primary screen, biochemical, molecular beacon, fluorescence, HinP1I cleavage, uHTS | 0.83% of 360,000 active | AID 588458, 2011 | inhibition (reported as % activation of signal), % at 10 µM | DNA (cytosine-5)-methyltransferase 1 (Homo sapiens), P26358; in the data active means inhibition above about 50%
MT1-MMP act inh – blockers of MT1-MMP proenzyme processing, primary screen, HT1080 RFP-PRO-GFP cells, GFP/RFP fluorescence; AID 651647, 2012; Matrix metalloproteinase-14 (Homo sapiens), P50281; 0.061% of 360,000 active; GFP/RFP ratio change, % at 20 µM; GFP/RFP ratio fluorescence, overnight; percent of plate control window, DMSO zero;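 active means GFP/RFP ratio change of at least 30% with cell ATP level not reduced by more than half and red fluorescence within 50% of control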; further: strong numbers were not always called active
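Test system: HT1080 cells expressing an RFP-PRO-GFP fluorescent reporter construct / Compound dosing: single-point 20 µM compound, 1% DMSO / Schedule: cells overnight before dosing, compound overnight, 37 °C, 5% CO2 / Evaluation: GFP/RFP fluorescence ratio / Control set: DMSO and RFP-L50D-GFP cell wells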
NadD inh – inhibitors of S. aureus NadD, primary screen, biochemical, colorimetric, uHTS; AID 602399, 2012; Nicotinate-nucleotide adenylyltransferase NadD (Staphylococcus aureus N315); 0.78% of 360,000 active; purified NadD enzyme, colorimetric absorbance read-out; inhibition, % at 20 µM; in the data active means inhibition above about 26%; further: some compounds past the cut are filed as inactive
SUMO1-SIM PPI – modulators of SUMO1 protein-protein interactions, primary screen, biochemical, uHTS; Small ubiquitin-related modifier 1 (Homo sapiens), P63165; SUMO1 binding to a labelled peptide, TR-FRET, 1 h; inhibition, % at 20 µM; AID 602429, 2012; 0.33% of 360,000 active; in the data active means inhibition above about 37%
Target sequence (P63165 whole entry, looked up): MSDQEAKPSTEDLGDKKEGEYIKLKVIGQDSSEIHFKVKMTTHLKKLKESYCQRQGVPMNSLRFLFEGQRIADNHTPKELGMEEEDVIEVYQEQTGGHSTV
CendR NRP1 mod – modulators of CendR peptide binding to NRP-1, primary screen, biochemical, fluorescence polarization, uHTS; Neuropilin-1 (Homo sapiens), O14786; FAM-RPARPAR peptide binding to NRP-1; inhibition, % at 25 µM; 0.85% of 360,000 active;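 active means inhibition or corrected inhibition above about 18%, plus a signal ratio from 0.5 to 1.5, limit read from the data, passing the limit was not always enough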; further: strong numbers were not always called active
STEP block – STEP phosphatase inhibitors, primary screen, biochemical, fluorescence intensity, uHTS. 0.25% of 360,000 active. recombinant STEP, OMFP fluorogenic substrate. inhibition, % at 20 µM;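 active means inhibition at 20 µM, scaled per plate between control wells, above about 37%, limit read from the data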;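 further: 0% = DMSO with enzyme and substrate and 100% = substrate only without enzyme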
Target sequence (P54829 whole entry, looked up): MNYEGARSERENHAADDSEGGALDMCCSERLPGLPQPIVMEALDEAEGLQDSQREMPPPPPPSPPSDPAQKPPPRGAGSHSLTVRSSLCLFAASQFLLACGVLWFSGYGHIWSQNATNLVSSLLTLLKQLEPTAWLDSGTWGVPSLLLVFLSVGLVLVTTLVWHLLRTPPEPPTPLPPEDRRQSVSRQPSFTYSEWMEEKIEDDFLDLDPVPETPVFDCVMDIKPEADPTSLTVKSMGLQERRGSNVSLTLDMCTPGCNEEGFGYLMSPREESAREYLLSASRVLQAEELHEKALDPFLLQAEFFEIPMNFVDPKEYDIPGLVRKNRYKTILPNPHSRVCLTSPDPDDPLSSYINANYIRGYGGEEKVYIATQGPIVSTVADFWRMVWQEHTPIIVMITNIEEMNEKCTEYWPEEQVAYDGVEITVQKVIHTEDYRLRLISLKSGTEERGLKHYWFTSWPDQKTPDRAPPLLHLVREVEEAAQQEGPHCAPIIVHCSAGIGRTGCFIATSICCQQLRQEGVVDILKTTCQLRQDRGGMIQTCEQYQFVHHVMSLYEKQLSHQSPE
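Measure: Control-normalized % inhibition with plate pattern correction | Test system: STEP phosphatase, cell-free reaction | Medium: pH 6.0 Bis-Tris with DTT and Tween 20 | Technique: Fluorescence, 480/540 nm | Times: Reaction 20 min, ambient temperature | Doses: Single compound dose of 20 µM, 1% DMSO final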
Scp-1 inhibitor – Scp-1 phosphatase inhibitors, primary screen, biochemical, colorimetric, uHTS; Recombinant Scp1, phosphopeptide, malachite green phosphate absorbance; Carboxy-terminal domain RNA polymerase II polypeptide A small phosphatase 1 (Homo …; AID 493091, 2011; inhibition, % at 20 µM; 0.88% of 340,000 active;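 active means inhibition above about 50% at 20 µM, limit read from the data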;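 further: plate controls were DMSO wells with enzyme for no effect and wells lacking enzyme for full effect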
Target sequence (Q9GZU7 76-261 limits assumed): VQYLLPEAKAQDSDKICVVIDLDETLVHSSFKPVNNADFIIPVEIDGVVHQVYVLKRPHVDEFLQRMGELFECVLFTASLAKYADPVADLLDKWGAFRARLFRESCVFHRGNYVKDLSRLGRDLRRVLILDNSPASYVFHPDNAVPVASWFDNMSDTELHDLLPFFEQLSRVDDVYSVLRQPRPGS
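Test system: SCP-1 phosphatase catalytic domain, residues 76-261 | Compound dosing: One concentration, 20 µM, with 1.0% DMSO | Schedule: 45 min room-temperature reaction, 5 min colour, 30 min stabiliser | Detection: Absorbance at 630 nm | Read-out basis: % inhibition of SCP-1 phosphate liberation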
SKN-1 inh – suppressors of acrylamide-induced Pgst-4::GFP reporter in worms, primary screen, SKN-1 inhibitor project, whole organism, uHTS, GFP/RFP fluorescence ratio, strain VP596; C. elegans VP596 Pgst-4::GFP/RFP ratio, 24 h; inhibition, % at 21.8 µM; 0.49% of 360,000 active; AID 624304, 2012;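 active means interference check ratio from 0.5 to 1.5 plus GFP to RFP signal ratio inhibition reaching or exceeding a fixed threshold, cut at about 30% in these data, passing the limit was not always enough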; further: some compounds called inactive have numbers as strong as hits
Rpn11 block – Rpn11 (PSMD14) deubiquitinase inhibitors, primary screen, biochemical, fluorescence polarization, uHTS. human 26S proteasome, Ub4-pepOG fluorescence polarization; 20S core pre-blocked with epoxomicin. AID 588493, 2011. calls only at 20 µM. 26S proteasome non-ATPase regulatory subunit 14 (Homo sapiens), O00487. 0.59% of 360,000 active;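 active means inhibition at 20 µM, scaled to each plate's controls, above about 33%, limit read from the data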
LMPTP block – LMPTP phosphatase inhibitors, primary screen, biochemical, fluorescence intensity, uHTS | inhibition, % at 20 µM | 0.22% of 360,000 active | Low molecular weight phosphotyrosine protein phosphatase (Homo sapiens), P24666 | recombinant LMPTP-A, OMFP fluorogenic substrate;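 active means compounds that cut the enzyme signal by at least half of the control window in the single-dose screen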;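 further: plate controls were DMSO wells with enzyme plus substrate for no effect and substrate without enzyme for full effect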
Target sequence (P24666 whole entry, looked up): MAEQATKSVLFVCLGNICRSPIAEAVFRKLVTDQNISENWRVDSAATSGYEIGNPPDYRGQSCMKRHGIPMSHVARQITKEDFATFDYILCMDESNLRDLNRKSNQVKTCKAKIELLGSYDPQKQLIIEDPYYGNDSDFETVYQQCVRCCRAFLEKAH
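Test system – LMPTP-A enzyme · Amount – LMPTP-A at 0.625 nM final in the reaction · Buffer or medium – Bis-Tris pH 6.0, DTT, detergent · Reagent – OMFP 400 µM · Doses – single 20 µM dose · Schedule – reaction 50 min, room temperature, dark · Detection – fluorescence intensity of OMFP turnover product · Evaluation – percent inhibition versus substrate-only and uninhibited controls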
The depositor's hits bear a star; i = inactive; x = no result given; + = active, no number. Random draw from the library. Share with any hit: about 3.9%.

Each structure is followed by: DNMT1 inh	MT1-MMP act inh	NadD inh	SUMO1-SIM PPI	CendR NRP1 mod	STEP block	Scp-1 inhibitor	SKN-1 inh	Rpn11 block	LMPTP block
N#Cc1c(NCCCO)nc(-c2ccco2)c2c1CCCC2
  -7	-3	1	-12	1	2	2	-12	i	-0.1
CCN(CC)CCn1c(NS(=O)(=O)c2ccc(C)cc2)nc2ccccc21
  1	0	-6	-19	-14	-3	-2	-13	i	0.3
Cc1ccc(-n2c(-c3ccccc3)nnc2-c2cccs2)cc1
  12	-5	3	-1	-10	1	-5	23	i	0.7
Cc1ccc(S(=O)(=O)CCc2nnc(NC(=O)C3CCCO3)s2)cc1 (stereo not given)
  7	-3	2	-2	3	-3	1	10	i	-2.3
O=C(CSc1nc2ccccc2c(=O)[nH]1)Nc1nc(-c2ccc(Br)cc2)cs1
  93*	-7	42*	94*	-30	2	4	10	+	2.7
Cc1noc(C(=O)NCc2ccco2)c1Cl
  -1	-1	1	5	-6	-2	-9	3	i	-0.9
COc1ccc(CCN(C(=O)c2snc(C(N)=O)c2N)C(C(=O)NCC2CCCO2)c2ccc(F)cc2)cc1OC (stereo not given)
  0	3	11	-4	1	2	-2	5	i	1.0
CN1OC[C@@H]2CN(S(=O)(=O)c3cccc(C(F)(F)F)c3)[C@H](c3ccc(N4CCCCC4)cc3)C[C@@H]21
  -2	0	-7	3	2	0	x	15	i	0.5
CN(Cc1ccccc1F)c1ncnc2sccc12
  -3	-2	-1	12	2	0	-3	9	i	0.6
Cc1cc(C)cc(OCC(=O)NCc2cc(C)nc3ccccc23)c1
  -1	-2	-4	1	-4	-2	5	-4	i	0.2
CCC(=O)N(c1nnc(SCC(=O)NN2C(=O)NC3(CCCCC3)C2=O)s1)C1CC1
  2	-2	5	3	4	0	-5	-12	i	-1.1
COc1cccc(C(NC(C)=O)c2nc(-c3ccncc3)cs2)c1 (stereo not given)
  -2	x	-5	-6	-12	-2	x	7	i	-0.4
COc1cccc(OC)c1OCC(=O)Nc1ccc(S(=O)(=O)N2CCCC2)cc1
  2	-12	-8	1	-1	4	-10	9	i	1.1
CCc1ccccc1NC(=O)CSc1nnc(CNC(=O)c2ccco2)n1C
  0	-1	-5	1	-7	-2	-8	8	i	-1.2
COc1ccccc1NC(=O)CCC(=O)N1CC(C)Oc2ccc(C)cc21 (stereo not given)
  -2	-1	2	0	6	-2	-7	-9	i	-0.3
CNC(=O)C(=O)NCC1OCCN1S(=O)(=O)c1ccc([N+](=O)[O-])cc1 (stereo not given)
  -4	-2	1	-25	-2	-2	-7	-5	i	-2.0
CC1Cc2ccccc2N1C(=O)COC(=O)c1cc(Br)ccc1O (stereo not given)
  -1	9	-11	-6	9	1	-9	3	i	2.6
O=C1CC(NNc2ccccc2)C(=O)N1c1cccc(Cl)c1 (stereo not given)
  4	-5	-21	-10	8	-2	-12	2	i	-0.7
Cc1ccc(-c2n[nH]c(=S)n2C)cc1Cl
  -1	11	-1	3	-4	-5	-2	-3	i	-2.0
O=C(C[n+]1cc(-c2ccccc2)n2c1CCC2)c1cccs1
  0	1	-2	-2	5	2	3	10	i	0.1
COc1ccc(S(=O)(=O)N2CCCC(C(=O)NCc3ccco3)C2)cc1Cl (stereo not given)
  -1	1	-7	4	-8	0	-1	9	i	-0.7
CN1N=C(c2ccc(F)c(F)c2)CSC1=NCc1ccccc1
  1	2	-4	-2	3	-1	-7	10	i	-1.9
NC[C@@H]1O[C@H](C23CC4CC(CC(C4)C2)C3)Cc2c1ccc(O)c2O
  -1	3	1	-2	-6	1	1	11	i	-1.4
Cc1cc(=O)oc2cc(OCC(=O)N3CCC(O)CC3)c(Cl)cc12
  0	0	1	-3	-6	0	-7	0	i	-1.4
CCN(CC)CCCn1c2c(c(SCC(=O)Nc3cc(C)cc(C)c3)nc1=O)CCC2
  -2	-2	3	-4	3	2	x	4	i	0.6
CC1CCC2(CC1)NC(=O)N(CC(=O)Nc1ccccc1-c1ccccc1)C2=O (stereo not given)
  -2	6	-2	-2	0	0	-11	-3	i	0.2
O=C(c1ccc(S(=O)(=O)Nc2cccc(C(F)(F)F)c2)cc1)N1CCN(c2ccccc2O)CC1
  -15	1	5	8	8	-3	-4	9	i	4.0
COc1ccc(-c2cn(Cc3ccc(C(=O)NCc4ccc(C)cc4)cc3)c(C(C)N)n2)cc1 (stereo not given)
  -16	2	18	3	16	0	0	-5	i	3.2
COc1ccc(-c2cc(C(F)(F)F)n3nc(C(=O)Nc4c(C)n(C)n(-c5ccccc5)c4=O)cc3n2)cc1
  -2	-3	5	-9	0	2	-6	3	i	-0.6
CCC(=O)Nc1c2c(nn1-c1ccc([N+](=O)[O-])cc1)CS(=O)(=O)C2
  4	-6	1	-27	-1	-1	-10	-7	i	-1.2

Compound profiles, from the list above:
CCC(=O)Nc1c2c(nn1-c1ccc([N+](=O)[O-])cc1)CS(=O)(=O)C2 as listed: DNMT1 inh = 4; MT1-MMP act inh = -6; NadD inh = 1; SUMO1-SIM PPI = -27; CendR NRP1 mod = -1; STEP block = -1; Scp-1 inhibitor = -10; SKN-1 inh = -7; Rpn11 block = i; LMPTP block = -1.2
COc1ccc(S(=O)(=O)N2CCCC(C(=O)NCc3ccco3)C2)cc1Cl (stereo not given) as listed: DNMT1 inh = -1; MT1-MMP act inh = 1; NadD inh = -7; SUMO1-SIM PPI = 4; CendR NRP1 mod = -8; STEP block = 0; Scp-1 inhibitor = -1; SKN-1 inh = 9; Rpn11 block = i; LMPTP block = -0.7

More entries
Each structure is followed by: DNMT1 inh	MT1-MMP act inh	NadD inh	SUMO1-SIM PPI	CendR NRP1 mod	STEP block	Scp-1 inhibitor	SKN-1 inh	Rpn11 block	LMPTP block
CC(C)CC(NC(=O)OC(C)(C)C)c1cn([C@@H](Cc2ccc(O)cc2)C(=O)N2CCN(C(=O)OC(C)(C)C)CC2)nn1 (stereo not given in full)
  4	5	-2	1	14	2	-9	37	i	0.1
O=C(CN1C(=O)NC2(CCCCC2)C1=O)Nc1ccc(N2CCOCC2)cc1
  -4	3	-1	3	-1	-1	1	-1	i	-1.4
CCCCNC(=S)N(CCO)Cc1cc2cc3c(cc2[nH]c1=O)OCCO3
  5	-1	5	2	8	0	-2	-8	i	-1.0
COc1ccc(CNC(=O)c2sc(=O)n(Cc3cc(C(C)=O)ccc3OC)c2C)cc1
  -3	-5	6	-5	-21	-1	x	4	i	-0.3
CCS(=O)(=O)N1CCC2(CC1)OCCN2S(=O)(=O)c1ccccc1
  4	3	2	1	8	2	x	-13	i	-1.5
O=C(NC(=S)NCCN1CCOCC1)c1ccc(Cl)cc1Cl
  -2	0	-2	-2	9	-1	-6	-10	i	-2.8
CC(C)c1ccc(C(=O)NCCCc2ccccc2)cc1
  -1	-2	-3	-2	1	1	-15	-2	i	0.7
O=C(NC1CCCC1)C(=O)c1c[nH]c2ccccc12
  -1	1	-4	-2	-12	0	-4	10	i	-0.5
COc1ccc2nc(N)sc2c1
  -11	2	-1	3	2	-6	-1	27	i	-0.1
COCCNc1oc(/C=C/c2ccccc2OC)nc1S(=O)(=O)c1ccccc1
  -6	-5	-12	-7	0	0	-1	-9	i	1.7
CCN1C(=O)/C(=C\C=C\c2ccccc2[N+](=O)[O-])SC1=S
  -9	-10	-3	-10	-15	4	-11	-7	i	1.7
COc1ccc2oc(C(=O)OCC(=O)N3CC(C)OC(C)C3)c(C)c2c1 (stereo not given)
  3	1	-1	-7	12	2	-2	3	i	-0.3
O=C(Nc1nnc(-c2ccccc2)s1)c1ccc(F)cc1
  72*	-3	0	-2	-4	-1	-2	-9	i	-1.1
O=S(=O)(c1ccc(Cl)cc1Cl)n1ccc2cccnc21
  0	6	-3	-6	10	2	-3	-4	i	1.0
Nc1nc2ccc(Cl)cc2cc1C(=O)NCc1ccc(Oc2ccccc2)cc1
  x	5	11	3	-22	x	x	5	x	-0.6
CCOC(=O)c1c(-c2ccc(C)o2)csc1N
  -8	-2	1	5	1	3	-3	18	i	-0.4
Cc1ccc(CSc2nnc3ccc(-c4ccncc4)nn23)cc1
  -2	-8	-1	-25	-3	1	-7	-1	i	-1.0
Cc1nnc(SCc2ccon2)n1-c1ccccc1
  -3	1	0	3	-2	10	-4	-2	i	-0.8
CC(=O)OC(Cn1nc(C)cc1C)c1ccccc1 (stereo not given)
  1	-2	-3	4	3	2	-6	-10	i	-0.8
COc1ccc(NC(=O)c2cc(F)cc(F)c2)cc1S(=O)(=O)N1CCCCC1
  -4	3	-2	2	4	-1	-7	0	i	1.9
COc1ccc(-c2cc(-c3cc(F)ccc3O)[nH]n2)cc1OC
  -28	12	-5	5	0	-1	-11	-1	i	3.6
Cc1cc(F)ccc1S(=O)(=O)NCC(c1cccnc1)N1CCc2ccccc21 (stereo not given)
  -14	-5	4	1	-9	2	-9	16	i	3.3
CCCCN(C)CCNC(=S)Nc1ccc2nc(N3CCN(CC)CC3)cc(C)c2c1
  -2	2	-8	-7	5	9	4	16	i	2.2
CC(=NC1CC1)C1=C(O)c2ccccc2C1=O
  3	2	-9	-22	-18	0	-7	-12	i	-1.1
CCCOc1ccc(-c2cn3ccccc3n2)cc1[N+](=O)[O-]
  -7	5	2	-21	0	5	3	13	i	3.1
Cc1ccc(Cl)cc1N1CCN(C(=O)c2ccc3c(c2)CCN3S(C)(=O)=O)CC1
  -2	4	-1	-1	0	-1	x	3	i	-0.5
O=S(=O)(O)c1cccc(N=Nc2c(O)ccc3ccccc23)c1
  -5	21	-2	-37	-18	9	-7	32	i	10
O=C(CNc1ccccc1Cl)N/N=C1\CCCc2ccccc21
  11	2	-4	2	-3	-2	-1	4	i	-0.5
CCN(CC)CCNC(=O)C1c2ccccc2C(=O)N(CCOC)C1c1ccc(F)cc1 (stereo not given)
  0	-3	-4	3	-1	-1	-3	10	i	-0.4
Cc1ccccc1Nc1nc(N)nc(CSc2nnc3sc4ccccc4n23)n1
  -3	5	5	8	9	-2	-2	2	i	-0.3

Compound activity as filed in PubChem.
